Bioassay records from PubChem.
KDM5B inh = blocks human KDM5B histone demethylase activity. Q9UGL1. Potency, µM (titrated, usually from 57.7 µM), for the others: at the top dose activity change, negative = inhibition, usual class: inhibitors. 2.6% of 220,000 active. AID 1347165. KDM5B demethylase, FDH-coupled NADH fluorescence (FDH is formaldehyde dehydrogenase); active means well fitted inhibition curve with a large enough effect; inconclusive means small, poorly fitted or top-dose-only effect; inactive means no such curve, though single readings can be large or run the other way; further: 0% is about no effect; nearly all actives have a fitted effect of over 70% in size
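Coupled FDH/NAD⁺ fluorescence readout. KDM5BΔAP 200 nM final; compound titration, 10 min RT preincubation; substrate mix 12.5 µM H3K4me3, 25 µM 2-OG, 50 µM Fe(II), 100 µM ascorbate, 0.25 mM NAD⁺, 0.25 U/mL FDH; ΔRFU over 30 min.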
Starred values were filed as active, the others as inactive; i = inactive; ? = inconclusive; [ ] = dose if it differs, or a comment. Potency means the concentration at half of the fitted maximal effect.

SMILES	KDM5B inh
CN(C)C(=O)C1CN(C(=O)CCc2ncc(-c3ccc(F)cc3)o2)c2ccccc2O1 (centres undefined)	1.1%
COc1ccc(C(=O)NC[C@@H]2C=C(C)[C@H](Cc3nnc(-c4cncn4C)o3)C[C@H]2C(C)C)cc1	-3.0%
O=C(c1cnc(N2CCOCC2)c2ccccc12)N1CCN(Cc2ccccc2)CC1	-1.8%
COc1cccc(/C=N/NC(=O)c2[nH]nc3c2CCc2ccccc2-3)c1	17.3%
Cc1ccc(NC(=O)C2CCCN(S(=O)(=O)c3cccc4cccnc34)C2)c(Br)c1 (centres undefined)	-16.1%
CCc1ccccc1OCC(=O)c1ccc2c(c1)N(CC(=O)NCCCOC)C(=O)CO2	1.4%
CCOC(=O)c1sc(NNC(=O)c2ccc(F)cc2)nc1C	?
COc1cc(C(c2c(C)[nH][nH]c2=O)c2c(C)[nH][nH]c2=O)ccc1OC(=O)c1ccccc1OC	-76.8%
CCOc1ccccc1NC(=O)Cn1c(-c2ccc(F)cc2)nc(C)cc1=O	11.1%
O=C(OCC(=O)C1CCCCC1)/C(=C/c1ccccc1)c1cccs1	-6.7%
COc1ccc(C(=O)N2Cc3ccccc3CC23CCCN(C(=O)CCN)C3)cc1 (centres undefined)	-20.5%[115 µM]
CN1CC(=O)N(C2CCNCC2)Cc2c(NC3CCCCC3)ncnc21	?
CC1CCC(C(=O)NC(C(=O)OCC(=O)c2ccc(Br)cc2)C(C)C)CC1 (centres undefined)	-13.1%
COC[C@@H]1CN(C(=O)CCn2ccnc2)C[C@H]1c1ccncc1	-6.3%
COc1ccccc1CN1CC[C@H]2COC(=O)N2c2cc(F)ccc2C1	3.7%[86.2 µM]
COc1cc(C(=O)N2CCN(CC(O)COc3ccccc3)CC2)cc(OC)c1OC (centres undefined)	21.1%
CCCNC(=O)N1CCC(c2noc(-c3ccccc3)n2)C1 (centres undefined)	3.3%
O=C(Nc1cccc(Cl)c1F)N1CCC(OC2CCN(Cc3ccccc3)CC2)CC1	-5.9%
O=C1NC2(CCN(C(=O)NC3CCCC3)CC2)Oc2ccccc21	17.9%
C/C(=N/NC(=O)NC12CC3CC(CC(C3)C1)C2)c1ccccc1	35.8%
O=C(CN1C(=O)CCSc2ccc(S(=O)(=O)N3CCCC3)cc21)Nc1ccccc1Cl	12.3%
Cc1nc(C)c(C(=O)NCc2cccnc2N(C)C2CCCCC2)s1	2.6%
CCCCCCCOc1ccc(OC(=O)c2ccc(OCCCCCC)cc2)cc1	11.7%
O=C(c1cccs1)N1CCC2(CC1)NCCc1c2[nH]c2ccccc12	-6.0%
COc1cc(C(=O)N2CCC(O)(c3ccc(C)cn3)CC2)cc(OC)c1OC	12.0%
COc1ccc(S(=O)(=O)NC[C@H]2COCc3nc4c(C)cccc4n32)cc1	4.5%[86.2 µM]
CCCCNC(=S)Nc1cc(C)ccc1F	14.4%
CCOc1ccc(C(=O)NC(C(=O)NCc2cccnc2)C(C)C)cc1 (centres undefined)	24.8%
O=C(NC1CCCC1)C1CCN(C(=O)c2ncn3c2COC(c2ccc(Cl)cc2)C3)CC1 (centres undefined)	-28.8%
Cc1cc(C)n(CCC(=O)N2CCC(CCOc3ccc(F)cc3)C2)n1 (centres undefined)	-18.7%
Cc1ccc(-c2nc(-c3cc4cccc(OCc5cccc(F)c5)c4oc3=O)no2)cc1	-25.3%
O=c1cc(-c2ccncc2)oc2c(-c3ccccc3O)nccc12	-8.4%[86.2 µM]
O=C(NC1CCc2nn(CC3CC3)c(=O)n2CC1)c1ccc2nc[nH]c2c1 (centres undefined)	?
N#CC1=C(SCc2ccc(Br)cc2)NC(=O)C(C#N)C12CCCCC2 (centres undefined)	2.6%
O=C(NCc1ccnc2[nH]ccc12)c1cccnc1	7.6%[86.2 µM]
CCc1ccc(CNC(=O)C2CCN(c3cc(C(F)(F)F)nc(C)n3)CC2)cc1	?
COc1ccc(CCNC(=O)CSc2nc(-c3ccc(Cl)cc3)nc3cc(=O)[nH]n23)cc1OC	18.5%
CC(=O)Nc1ccc(OCC(=O)NC(C)c2ccccc2)nc1 (centres undefined)	-17.1%
COc1cccc(CN2C(=O)C(C)Oc3ccccc32)c1 (centres undefined)	9.5%
COCCn1c(C)cnc1CCNS(=O)(=O)Cc1ccccc1F	-22.1%

4 of the compounds above, field by field:
CCc1ccc(CNC(=O)C2CCN(c3cc(C(F)(F)F)nc(C)n3)CC2)cc1
- KDM5B inh: ?
O=C(NC1CCCC1)C1CCN(C(=O)c2ncn3c2COC(c2ccc(Cl)cc2)C3)CC1 (centres undefined)
- KDM5B inh: -28.8%
O=c1cc(-c2ccncc2)oc2c(-c3ccccc3O)nccc12
- KDM5B inh: -8.4%[86.2 µM]
Cc1cc(C)n(CCC(=O)N2CCC(CCOc3ccc(F)cc3)C2)n1 (centres undefined)
- KDM5B inh: -18.7%

Next compounds
SMILES	KDM5B inh
COc1ccc(C(=O)Nc2ccc(-n3nncc3-c3ccc(OC)c(OC)c3)cc2)cc1	?
COc1ccc(CN2Cc3[nH]nc(-c4cccc(OC)c4OC)c3CC2=O)cc1	-27.9%[86.2 µM]
CSc1ccccc1NC(=O)c1ccc(F)cc1	23.9%
CCOc1ccc(C(c2c(O)cc(C)n(CCOC)c2=O)N2CCC(C)CC2)cc1 (centres undefined)	-11.2%
COC(=O)c1cnc2c(c1)n(CCCn1cnnn1)c(=O)n2C1CCCCC1	?
COc1ccc(Br)cc1CN(C)CC(O)COc1ccc(Br)cc1 (centres undefined)	-12.4%
COc1ccc2c(c1)NC(c1ccc(N(C)C)cc1)c1cccn1-2 (centres undefined)	?
CSc1ncc(CN2CCc3c([nH]c4ccccc34)C2c2cccc(C)n2)cn1 (centres undefined)	6.0%
CCOC(=O)c1c(COc2cccnc2[N+](=O)[O-])nc2ccccc2c1C	2.4%
CCOc1ccccc1NC(=O)c1ccc(F)c(S(=O)(=O)N2CCN(c3ccc(F)cc3)CC2)c1	?
CCCNC(=O)c1ccc(-c2nc(CS(=O)(=O)c3ccc(C)cc3)c(C)o2)cc1	?
C/C(CC(=O)NCc1ccco1)=N\NC(=O)c1ccc([N+](=O)[O-])cc1Cl	-5.4%
CCCCC(=O)Nc1cccc(C(=O)OCc2cc(=O)n3nc(CCCC)sc3n2)c1	16.8%
COc1cc2c(cc1OC)C(CNC(=O)c1cccs1)N(C(=O)Nc1cccc(F)c1)CC2 (centres undefined)	7.4%
CCOc1cc(C(=O)Nc2ccc(OC)c(OC)c2)nc2ccc(Cl)cc12	0.5%
COCCCNC(=O)CCC(=O)NCCCOC	-4.3%
COc1ccc(N2CCN(C3CCCN(C/C=C/c4ccccc4OC)C3)CC2)cc1 (centres undefined)	?
Cc1ccc(-n2cccn2)c(CN2CCCC(CCC(=O)Nc3ccccc3F)C2)c1 (centres undefined)	-6.4%
Cc1ccc(-c2onc3ccc(-c4cc(C(=O)O)c5cc(Br)ccc5n4)cc23)cc1	-9.6%
CCCN(Cc1cccs1)C(=O)Nc1cc(OC)c(OC)c(OC)c1	2.4%
CCn1ncc(C(=O)N[C@@H]2CN(Cc3ccccc3)C[C@H]2CN(C)C)c1C	18.0%
O=C(O)CN(CC(=O)O)c1ccccc1	6.1%
CC(C)c1ccc(S(=O)(=O)N2CCN(Cn3ncc4ccccc4c3=O)CC2)cc1	18.0%
O=C(NC1CCCCCCC1)C1(c2ccccc2)CCC1	-3.9%
COc1ccccc1CNC(=O)CCS(=O)(=O)c1ccc2c(c1)oc(=O)n2C	-4.4%
CC(C)c1cccc(NC(=O)Cc2n[nH]c(=O)c3ccccc23)c1	9.0%
COc1ccc(C)cc1C(C(=O)O)N1CCN(Cc2csc(C)n2)CC1 (centres undefined)	?
Cc1ccc(Cl)cc1-n1ncc2c(NC3CCCCC3)ncnc21	?
CCCCCn1c(N2CCN(c3ccccc3)CC2)nc2c1c(=O)[nH]c(=O)n2C	20.3%
COc1ccc(C)cc1NC(=O)c1nnn(CC(=O)Nc2c(C)cccc2C)c1N	-18.2%
Cc1ccc(C2CC(=O)Nc3cc4c(cc32)OCCO4)cc1 (centres undefined)	-34.7%
O=C(NC1CCCN(c2cc(-c3ccc(F)cc3)[nH]n2)C1)c1cccs1 (centres undefined)	-14.8%
COc1ccccc1-c1nc(C(=O)NCCc2ccc(Cl)cc2)n2ccccc12	79.4µM*
CCOc1ccc(NC(=O)Cn2c(=O)n(CC(=O)NCCc3ccccc3)c(=O)c3sccc32)cc1	-10.1%
COC[C@@H]1CN(C(=O)CCc2ccccc2OC)C[C@H]1c1ccncc1	14.7%
O=C(C1CCCC1)N1CCC(N2C(=O)C(OCC3CC3)C23CCCCC3)CC1 (centres undefined)	-11.2%
CCc1nc(-c2c3n(c(=O)n(CCc4ccc(OC)cc4)c2=O)CCCC3)no1	-26.8%
CC1CCN(Cc2ccc(CNC(=O)c3cnn(-c4ccccc4)c3)cc2)CC1	-14.9%
COc1cc2cc(C(=O)NCCCN(C)C)[nH]c2cc1OC	i
Cc1cccc(CSc2nnc(C3CCN(C(=O)OC(C)(C)C)CC3)o2)c1	0.0%
Cn1c(=O)c2c(nc(N3CCN(C(=O)c4ccccc4F)CC3)n2Cc2ccccc2)n(C)c1=O	-14.8%
Cc1ccc(NC(=O)Nc2ccccc2OCc2cc(=O)n3ccccc3n2)c(Cl)c1	-11.8%
COc1ccc(-c2cc3nc4c(c(=O)n3[nH]2)CN(C(=O)c2n[nH]c3c2CCCCCC3)CC4)cc1	?
COc1ccc2nc(N(Cc3cccnc3)C(=O)COc3ccccc3)sc2c1	-19.8%
CC(=O)Nc1ccc(N2CCN(c3ccc(C(F)(F)F)cn3)CC2)nc1	?
CN(C)c1nc(N2CCCCCC2)nc(-n2cnc(SCc3ccccc3)n2)n1	8.7%
Cc1ccc(CN2C[C@@H](CO)[C@H](NC(=O)c3ccccc3)C2)nc1	?
CCOC(=O)N1CCc2c(sc3c2c(=O)n(CCc2ccccc2)c(=O)n3CC(=O)Nc2ccc(C)cc2)C1	-4.3%
CC(NC(=O)c1cc(C2CC2)nc2ccccc12)C1CC1 (centres undefined)	-7.7%
O=C(NCCCN1CCCC1=O)[C@H](CSCc1ccccc1)N1Cc2ccccc2C1=O	24.2%
CC(C)=CCCC(C)[N+]1(C)CCCCC1 (centres undefined)	-13.2%
O=C(COc1ccc(F)cc1)Nc1ccc2nc(SCC(=O)N3CCCC3)sc2c1	-47.9%
Cc1ccc(S(=O)(=O)NCC(=O)OCc2coc(-c3cccs3)n2)cc1C	?
Cn1ncc(N2CCC(CNC(=O)c3cn(CCN)nn3)C2)cc1=O (centres undefined)	-22.0%
CCOc1ccccc1NC(=O)C1CN(S(=O)(=O)C2CC2)CC12CCCCC2 (centres undefined)	-20.1%
COc1ccc2ncc3c(-c4ccc(C)c(C)c4)nn(CC(=O)NC4CCCC4)c3c2c1	-8.5%
Cn1c(=O)c2c(ncn2CC(=O)Nc2c(Cl)cccc2Cl)n(C)c1=O	2.5%
COc1ccc(CN(C)C(=O)C2(C)CCOCC2)cc1	24.1%[149 µM]
CNC(=O)[C@@H](c1ccc(OC)cc1)N1CCC[C@H]1C(=O)N1CCC(C)CC1	-0.4%[86.2 µM]
CCCNc1ncnc2onc(-c3ccccc3C)c12	21.1%

Gathered by group, those above with an aryl thioether with sulfur outside any ring (six)
SMILES	KDM5B inh
COc1ccc(CCNC(=O)CSc2nc(-c3ccc(Cl)cc3)nc3cc(=O)[nH]n23)cc1OC	18.5%
CSc1ccccc1NC(=O)c1ccc(F)cc1	23.9%
CSc1ncc(CN2CCc3c([nH]c4ccccc34)C2c2cccc(C)n2)cn1 (centres undefined)	6.0%
Cc1cccc(CSc2nnc(C3CCN(C(=O)OC(C)(C)C)CC3)o2)c1	0.0%
CN(C)c1nc(N2CCCCCC2)nc(-n2cnc(SCc3ccccc3)n2)n1	8.7%
O=C(COc1ccc(F)cc1)Nc1ccc2nc(SCC(=O)N3CCCC3)sc2c1	-47.9%

Remaining list, next part.
SMILES	KDM5B inh
CCCn1nc(C(=O)Nc2cccc(C(=O)Nc3cccc(C(F)(F)F)c3)c2)c2ccccc2c1=O	5.5%
CC(=O)NCCC(=O)N1Cc2ccccc2CC2(CCCN(CC3CCNC3)C2)C1 (centres undefined)	-9.7%[115 µM]
Cc1nn2c(c1-c1ccccc1-c1ccccc1)N(C(=O)C1CCOCC1)CCC2	-21.6%[86.2 µM]
Cc1nn(-c2ccc(C(C)C)cc2)c(C)c1[C@@H]1C=C[C@@H](NC(=O)Nc2ccc(Cl)cc2)C1	-12.1%
CCCOc1ccc(-c2nc(N3CCN(CC)CC3)c3ccccc3n2)cc1	?
Cc1cc(=O)c(C(=O)Nc2nnc(C(C)C)s2)nn1-c1ccc(Cl)cc1	19.9%
O=C([C@@H]1C[C@H](Oc2ccccc2)CN1C(=O)CCCc1ccccc1)N1CCCC1	-4.7%
COc1ccccc1-c1nc(C#N)c(NCc2ccccc2)o1	?
CCCN[C@H]1C[C@@H](Cc2cc(COc3ccccc3)on2)C1(C)C	-15.2%[86.2 µM]
O=C(NCC1(N2CCOCC2)CCCC1)c1coc(COc2cccc(F)c2)n1	12.0%
CCOCC(=O)N1CCN(Cc2ccc(=O)n(CC3CC3)c2)CC1	-28.0%
N#Cc1ccc(Oc2cccc3cccnc23)cc1C#N	18.5%
CCc1ccc2oc(-c3ccc(NC(=O)c4cccc(Cl)c4Cl)cc3)nc2c1	?
Cc1ccc(CN(C)C(=O)c2n[nH]c(=O)c3ccccc23)o1	0.4%
CC(=O)c1cccc(NC(=O)CNC(=O)Cc2ccccc2)c1	15.5%
CC1CCCCC1Nc1ncnc2sccc12 (centres undefined)	29.3%
Fc1ccc(NC(=S)NCCC(c2ccccc2)c2ccccc2)cc1Cl	-2.3%
COCCNC(=O)[C@@H]1C[C@H](Oc2cccnc2)CN1C(=O)c1cnccn1	-20.1%
O=C(CN1CCCCC1)Nc1ccc(C(F)(F)F)cc1Cl	10.2%

Some of the compounds tested (hit frequency here may not be typical).
